UPR XBP1 act = activators of adaptive arm of unfolded protein response (XBP1) | actives 0.33% (n = 330,000) | AID 463104 | CHO-XBP1 luciferase reporter, IRE1-XBP1 UPR activation, luminescence; percent of tunicamycin response, DMSO as zero | activation, % at 20 µM;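 active means versus positive control, 20 µM dose yields 30% or more activation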;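 further: 100% = tunicamycin at 10 µg/mL and 0% = DMSO only wells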
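Material: CHO cell line with stable XBP1 luciferase reporter; buffer or medium: F12 medium containing 10% fetal bovine serum; compound: single point, 20 µM final compound, 1% DMSO; incubation: 6 h treatment, 37 °C; measured by: glow luminescence from Steady-Glo reagent; evaluation: activation, % of tunicamycin; control set: tunicamycin high, DMSO low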
APJ antagonist = APJ receptor antagonism. CHO-K1 APJ beta-arrestin complementation, luminescence. actives 0.32% (n = 330,000). P35414. inhibition, % at 20 µM;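 active means inhibition above about 40% at 20 µM, limit read from the data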;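 further: cells challenged with 10 nM apelin-13 agonist together with compound; plate controls were apelin-13 plus DMSO wells for no effect and DMSO wells lacking apelin-13 for full effect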
Target sequence (P35414 whole entry, looked up): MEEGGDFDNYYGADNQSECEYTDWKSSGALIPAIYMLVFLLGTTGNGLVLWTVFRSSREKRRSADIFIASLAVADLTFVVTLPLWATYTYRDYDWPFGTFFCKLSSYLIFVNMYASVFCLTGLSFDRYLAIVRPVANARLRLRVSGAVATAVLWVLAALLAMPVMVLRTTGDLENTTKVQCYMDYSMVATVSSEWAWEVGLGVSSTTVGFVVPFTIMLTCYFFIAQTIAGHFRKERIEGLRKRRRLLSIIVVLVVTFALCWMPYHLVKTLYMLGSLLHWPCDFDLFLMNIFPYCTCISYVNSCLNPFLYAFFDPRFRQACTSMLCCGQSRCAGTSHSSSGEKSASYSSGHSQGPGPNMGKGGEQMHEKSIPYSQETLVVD
Mdm2-MdmX inh = inhibitors of human Mdm2/MdmX interaction; inhibition, % at 8 µM; AID 485346; actives 3% (n = 330,000); SaOS-2 split-luciferase Mdm2/MdmX complementation, luminescence; O15151+Q00987;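 active means inhibition of at least 50% at 8 µM in the primary screen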
CCR6 antagonist = CCR6 (human) receptor antagonism | P51684 | CHO-K1 CCR6 PathHunter beta-arrestin, luminescence, CCL20-stimulated | inhibition, % at 20 µM | actives 0.49% (n = 340,000) | AID 493098;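 active means compounds whose inhibition of the agonist-driven luminescence signal at 20 µM reaches about 50%, limit read from the data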;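 further: cells stimulated with CCL20 at 14 nM final; plate controls were DMSO with CCL20 for no effect and DMSO without agonist for full effect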
Target sequence (P51684 whole entry, looked up): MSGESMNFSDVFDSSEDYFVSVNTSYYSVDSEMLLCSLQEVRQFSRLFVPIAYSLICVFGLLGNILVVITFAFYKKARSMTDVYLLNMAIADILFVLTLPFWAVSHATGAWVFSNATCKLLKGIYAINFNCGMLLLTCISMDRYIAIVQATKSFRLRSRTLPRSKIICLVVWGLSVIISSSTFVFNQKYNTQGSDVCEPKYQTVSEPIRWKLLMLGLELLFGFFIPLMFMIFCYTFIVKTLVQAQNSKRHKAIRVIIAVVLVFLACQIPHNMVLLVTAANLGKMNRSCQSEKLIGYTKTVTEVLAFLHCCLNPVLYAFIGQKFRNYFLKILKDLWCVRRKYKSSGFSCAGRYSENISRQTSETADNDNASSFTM
APJ ag = activates the human apelin receptor APJ; CHO-K1 APJ PathHunter beta-arrestin, luminescence; 0% DMSO wells, 100% apelin; activation, % at 20 µM; actives 0.11% (n = 330,000); AID 2520;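 active means activation more than six SD over the plate average, tested at 20 µM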;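 further: 0% = DMSO alone and 100% = apelin-13 at 10 nM; some results filed as inactive read as strong as hits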
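Material: engineered CHO-K1 APJ arrestin reporter cells; amount: 1000 CHO-K1 reporter cells seeded per well; incubation: compound stimulation 90 min at 25 °C, detection 60 min; signal: luminescent beta-gal fragment complementation, chemiluminescent substrate; read-out basis: APJ agonist activity; controls: DMSO-only wells as negative, 10 nM Apelin-13 as positive control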
UPR CHOP act = activators of apoptotic arm of unfolded protein response (CHOP); CHO-CHOP luciferase reporter, UPR activation, luminescence; percent of tunicamycin response over DMSO baseline; activation, % at 10 µM; actives 0.34% (n = 330,000); AID 449763;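 active means at 10 µM dose, activation of 40% or more, normalized to positive control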;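 further: 100% = tunicamycin at 10 µg/mL and 0% = DMSO alone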
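System: CHO-CHOP luciferase reporter cell line | Buffer or medium: F12 medium containing 10% fetal bovine serum | Doses: One dose, 10 µM in 0.5% DMSO | Times: 6 h compound exposure at 37 °C after overnight seeding | Signal: Luciferase luminescence | Read-out: % activation vs tunicamycin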
CXCR6 block = blocks human CXCR6 beta-arrestin recruitment; O00574; CHO-K1 PathHunter CXCR6 beta-arrestin, luminescence; inhibition, % at 20 µM; actives 0.36% (n = 360,000); in the data active means inhibition above about 34%, passing the limit was not always enough;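 further: antagonist mode with CXCL16 agonist at 10 nM final; 0% = 10 nM CXCL16 with DMSO and 100% = unstimulated wells without agonist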
tim23-1 inh = growth inhibitors of tim23-1 mutant yeast; S. cerevisiae tim23-1 growth, BacTiter-Glo luminescence, 24 h; inhibition, % at 20 µM; actives 1.3% (n = 330,000);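 active means growth inhibition of the mutant yeast at or above 50%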;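 further: temperature-sensitive mutant grown at 25 °C; plate controls were DMSO-treated mutant yeast for no effect and medium wells lacking yeast for full effect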
EBI2 antag = EBI2 (human) antagonism | EBI2 beta-arrestin recruitment, luminescence, 7a,25-OHC stimulated | inhibition, % at 5 µM | actives 0.81% (n = 360,000); in the data active means inhibition above about 38%;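 further: enzyme fragment complementation signal reports receptor beta-arrestin coupling in cells; 0% = agonist plus DMSO wells and 100% = wells without agonist; some results beyond the cut were filed as inactive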
* = called active by the depositor; . = not tested or not shown. The list is partial, so the mix of outcomes need not match the whole.

no. | smiles | UPR XBP1 act | APJ antagonist | Mdm2-MdmX inh | CCR6 antagonist | APJ ag | UPR CHOP act | CXCR6 block | tim23-1 inh | EBI2 antag
1 | CCOC(=O)C1CCCN(C(=O)CCNS(=O)(=O)c2ccc(Br)cc2)C1 (stereo unspecified) | 1 | 9 | -11 | 5 | -2 | 1.1 | -4 | 15 | 1
2 | CCOc1ccc(N2CC(NC(=O)c3cccc4ccccc34)CC2=O)cc1 (stereo unspecified) | -2 | -13 | 19 | 6 | -6 | -0.7 | 4 | 6 | 14
3 | S=C1NC[C@H](Cc2ccccc2)N1CCc1cccc2ccccc12 | -3 | 3 | -37 | 11 | -3 | 0.2 | -1 | 16 | 14
4 | COc1ccc(CCNC(=O)c2noc3c2CCCC3)cc1OC | -2 | -8 | -12 | -9 | -3 | -1.1 | -7 | 25 | -10
5 | C[C@@H](c1ccccc1)N1C[C@H]2CCCN2c2cc(Br)ccc2S1(=O)=O | -2 | . | 54* | 24 | . | 2.2 | 1 | 47 | 10
6 | Nc1ccn(CC(=O)NCCCc2ccccc2)c(=O)n1 | 0 | 1 | 6 | 8 | -3 | -0.7 | 6 | 1 | -6
7 | CC(=O)Nc1ccc(C(=O)CSc2nc3ccc(C)cc3[nH]2)cc1 | 1 | -14 | 17 | 17 | 4 | 6.1 | -3 | 1 | -4
8 | COc1ccc(C2OC(=O)CC2C(=O)NC2CCCC(C)C2C)cc1OC (stereo unspecified) | -3 | -25 | 6 | 9 | 0 | 2.2 | 0 | 4 | 4
9 | O=C(Nc1nnc(-c2cccs2)o1)c1ccc(S(=O)(=O)N2CCOCC2)cc1 | -1 | 1 | 8 | -1 | -1 | 9.0 | 4 | -2 | 2
10 | CCOC(=O)N1CCC(=NNC(=O)c2ccc(O)cc2)CC1 | 2 | 3 | 1 | -5 | -4 | 0.0 | 1 | 2 | -1
11 | CCOC(=O)CC(=O)CSc1nc2c(sc(=S)n2-c2ccc(C)c(C)c2)c(=O)[nH]1 | -6 | 14 | 44 | 5 | 1 | 0.4 | 4 | 27 | -5
12 | COc1ccc(N(C)C(=O)c2sc(Cl)nc2C)cc1 | -4 | -2 | 22 | 12 | -3 | 3.3 | -4 | 6 | -1
13 | Cc1ccc(CN2CCNC(=O)C2CC(=O)NCc2cc(C)n(C)n2)cc1 (stereo unspecified) | -4 | -7 | 6 | 5 | 2 | -0.2 | -2 | 13 | 5
14 | CC1(C)CC(=O)c2sc(NC(=O)C3COc4ccccc4O3)nc2C1 (stereo unspecified) | 0 | -5 | -5 | 3 | 0 | 5.7 | 2 | 41 | 5
15 | CS(=O)(=O)O/N=C1\CCCCC1c1ccc([N+](=O)[O-])cc1[N+](=O)[O-] (stereo unspecified) | 3 | -22 | -27 | -3 | 2 | 0.6 | -9 | 8 | -29
16 | COc1ccccc1/C=C/C1=NC(=C\C=C/c2ccccc2)/C(=O)O1 | 1 | 11 | -15 | 20 | -2 | -1.2 | 8 | 32 | 14
17 | O=C(OC1CCOC1=O)c1ccc2ncsc2c1 (stereo unspecified) | 1 | -6 | 20 | -5 | -1 | -0.7 | 0 | -2 | -4
18 | CCCN(C1CCS(=O)(=O)C1)S(=O)(=O)c1ccc2ccccc2c1 (stereo unspecified) | -2 | 9 | 12 | 19 | -5 | -0.8 | -6 | 21 | 6
19 | C=CC(=O)NC(NC(=O)C=C)c1ccc(Br)cc1 | 0 | -4 | -25 | -9 | -5 | -0.8 | 1 | 3 | -14
20 | Cc1nc(SCc2ccc(Cl)c(Cl)c2)ncc1C(=O)O | -2 | -6 | 1 | 10 | -2 | -1.4 | 2 | 30 | -8
21 | CC(NC(=O)CN1CCN(c2ncccn2)CC1)c1ccc(F)cc1 (stereo unspecified) | -5 | 4 | -16 | -18 | -2 | -0.7 | -3 | 4 | -8
22 | Cc1ccccc1NC(=O)Cn1nnc(-c2ccc(CN3CCC(C)CC3)cc2)n1 | 2 | 0 | -3 | 5 | -2 | -1.5 | 0 | 12 | -4
23 | COc1cc(OC)c(NS(=O)(=O)c2c(C)[nH]c(=O)[nH]c2=O)cc1Cl | -2 | 2 | -17 | 8 | 1 | 1.5 | -1 | 2 | -21
24 | O=C(/C=C/Nc1ccccc1)c1ccc(Oc2ncccn2)cc1 | -7 | -1 | -130 | 1 | -4 | 5.1 | -5 | -3 | 13
25 | O=C(CCn1ccc([N+](=O)[O-])n1)Nc1nccs1 | -1 | -2 | -4 | 13 | -4 | -0.2 | -4 | 33 | -3

(next part)
no. | smiles | UPR XBP1 act | APJ antagonist | Mdm2-MdmX inh | CCR6 antagonist | APJ ag | UPR CHOP act | CXCR6 block | tim23-1 inh | EBI2 antag
26 | CCc1ccccc1N(C(=O)c1ccco1)C(C(=O)NC1CCCC1)c1cccnc1 (stereo unspecified) | 1 | 13 | -13 | -3 | 0 | 2.6 | 1 | 15 | -9
27 | O=C(CN1C(=O)c2ccccc2S1(=O)=O)NC(Nc1ccccc1F)C(Cl)(Cl)Cl (stereo unspecified) | -4 | -3 | 8 | 26 | -1 | -1.7 | 0 | 9 | 1
28 | O=C(O)C1C2CCC(O2)C1C(=O)Nc1ccc(Cl)cc1F (stereo unspecified) | -4 | 10 | 10 | 1 | -3 | -3.2 | 24 | -13 | -10
29 | NC(=O)CC(NC(=O)Cc1cccc2ccccc12)c1ccc(N2CCCCCC2)c([N+](=O)[O-])c1 (stereo unspecified) | 0 | 8 | 4 | 20 | -10 | -2.2 | 15 | -25 | 7
30 | CCN(CC)c1ccc(O)c(C=Nc2ccc(C)c(C)c2)c1 | 1 | -24 | 9 | 3 | -1 | 7.2 | 4 | 21 | 7
31 | NC(=O)c1c(/N=C/c2cccnc2)sc2c1CCCC2 | 1 | 8 | 9 | -6 | -4 | 4.8 | -10 | 18 | 7
32 | Cc1cc(C)n(CC(C)(O)c2ccccc2)n1 (stereo unspecified) | 1 | 19 | 18 | 3 | 1 | -0.6 | -4 | -5 | -1
33 | O=C(Nc1ccc2c(c1)N(S(=O)(=O)c1cccs1)CCC2)c1c(F)cccc1Cl | -2 | 22 | 34 | 22 | -5 | 2.9 | 6 | 33 | 18
34 | NC(=O)c1ccc(NC(=O)C2COc3ccccc3O2)cc1 (stereo unspecified) | -2 | 7 | 22 | -6 | -1 | 5.2 | 3 | -1 | -6
35 | O=C(NCCc1ccccc1Cl)C1CCC(=O)N(C2CCCCCC2)C1 (stereo unspecified) | -2 | 17 | 14 | 9 | -6 | 1.2 | -2 | 1 | -3
36 | CCN(CC)S(=O)(=O)c1ccc(C)c(NC(=O)COc2ccc3c(C)cc(=O)oc3c2)c1 | -1 | 3 | 8 | -2 | 3 | -1.0 | -11 | -9 | 3
37 | Cc1ccc(S(=O)(=O)N(Cc2ccccc2)C(C)C)cc1 | -3 | -15 | -4 | 17 | -4 | 1.5 | 1 | 7 | -11
38 | CC1(C)CC(=O)C(C2C3=C(CC(C)(C)CC3=O)Oc3ccccc32)=C(O)C1 (stereo unspecified) | -5 | 6 | 21 | 3 | 0 | 4.7 | 3 | 17 | 1
39 | N#C/C(=C1/CCCN1)c1ccccn1 | -3 | 11 | 5 | 5 | -5 | -1.7 | 3 | 9 | 5
40 | COc1ccccc1NS(=O)(=O)c1cc(C(=O)NCC2CCCO2)ccc1C (stereo unspecified) | -1 | 20 | 1 | 1 | 4 | 2.4 | -2 | 6 | -2
41 | CC(=O)c1ccc(NC(=O)C2C3C=CC(C3=C(c3ccccc3)c3ccccc3)C2C(=O)O)cc1 (stereo unspecified) | 4 | -32 | 13 | 9 | -2 | -1.6 | -13 | 34 | -8
42 | O=C(NCc1cccc(Cl)c1)c1cccc(S(=O)(=O)N2CCCC2)c1 | 1 | -11 | -8 | 10 | -3 | 2.8 | 0 | 19 | -1
43 | CCOC(=O)n1c(=O)oc2cc(S(=O)(=O)N3CCCCC3)ccc21 | -1 | -20 | 3 | 1 | -4 | -0.7 | 6 | 31 | -6
44 | CCCCN(C(=O)c1ccc2c(c1)NC(=O)CS2)c1ccccc1 | -1 | -4 | 15 | 8 | -2 | -0.7 | -6 | 18 | -19
45 | C=CC[C@H](CC(=O)N(CCO)Cc1ccccc1)C(=O)N[C@H](COC(=O)[C@H](CC=C)CC(=O)OC(C)(C)C)Cc1ccccc1 | 5 | 8 | 12 | 29 | -3 | 1.7 | 42* | 14 | 8
46 | CCCC(=O)NC(=S)Nc1ccc(C(C)=O)cc1 | 0 | -11 | -23 | -4 | -4 | 3.1 | 9 | -4 | -1
47 | COc1ccc(S(=O)(=O)N2CCN(C(=O)c3cc(-c4ccc(Br)cc4)n[nH]3)CC2)cc1OC | 6 | -4 | 37 | -16 | 25 | 7.3 | -19 | 22 | 72*
48 | COc1ccc(-c2cc(C(=O)N(C)CCc3ccc(OC)c(OC)c3)c3ccccc3n2)cc1 | -3 | -10 | 14 | 6 | -1 | 0.2 | 6 | 11 | -2
49 | O=C(CNC(=O)C1CCCCC1)OCC(=O)c1ccc(F)cc1 | 0 | 0 | -24 | 5 | -4 | 0.2 | 5 | 8 | -5
50 | COc1cc(NC(=S)N2CCN(S(=O)(=O)c3ccccc3)CC2)cc(OC)c1 | -3 | -31 | 19 | 2 | 5 | -1.0 | 4 | 15 | 11

Further records follow:
no. | smiles | UPR XBP1 act | APJ antagonist | Mdm2-MdmX inh | CCR6 antagonist | APJ ag | UPR CHOP act | CXCR6 block | tim23-1 inh | EBI2 antag
51 | O=C(COC(=O)COc1ccccc1F)NCc1ccco1 | -1 | 3 | 17 | 12 | -5 | 0.2 | 5 | -9 | -6
52 | Cc1ccc2oc(C(=O)N(C)CCC(O)c3ccccc3)c(C)c2c1 (stereo unspecified) | -3 | 21 | -8 | 6 | -3 | 0.8 | -30 | 36 | 9
53 | CCOC(=O)C1CCCN(S(=O)(=O)c2ccc(S(=O)(=O)N(CC)CC)cc2)C1 (stereo unspecified) | 1 | -1 | -8 | 6 | 1 | 3.5 | -4 | 24 | -11
54 | CCN(C(=O)COC(=O)/C=C/c1cccc([N+](=O)[O-])c1)c1ccccc1 | -1 | -3 | -30 | -2 | -5 | -0.7 | 2 | 15 | 3
55 | COc1ccc(-n2cnnc2SCC(=O)N2CCN(c3ccccc3)CC2)cc1 | -2 | -2 | 10 | -23 | -3 | -1.3 | -2 | 5 | 2
56 | CCCC12CN3CC(C)(CN(C1)C3c1cccs1)C2=O (stereo unspecified) | -2 | 27 | 13 | 3 | -5 | -1.5 | -11 | -4 | 7

Screening data from PubChem.
